# NCOA2 inhibitor = human SRC2 (NCOA2) inhibition | hit rate 0.17% among 370,000 | Q15596 | inhibition, % at 9 µM | HEK293 GAL4-SRC2 luciferase reporter, luminescence;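 active means inhibition above the mean inhibition of all tested compounds plus 3 SD, set per campaign, cut at about 52% in these data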;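 further: 0% = DMSO treated cells and 100% = cells given Gossypol at 36 µM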
# TLR9-MyD88 inh = blocks human TLR9 binding to MyD88 | Q9NR96+Q99836 | CHO BLA complementation TLR9-MyD88, CCF4 FRET ratio | inhibition, % at 4.98 µM | hit rate 0.21% among 340,000 | AID 504734;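 active means inhibition above the mean over all tested compounds plus 3 SD, cut at about 21% in these data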;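 further: 0% = DMSO only wells and 100% = clavulanate BLA inhibitor control wells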
# SRC3 inh = inhibits human SRC3 coactivator | Q9Y6Q9 | HEK293 GAL4-SRC3 luciferase reporter, luminescence | inhibition, % at 3.6 µM | hit rate 0.17% among 360,000 | AID 588352;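 active means inhibition above a per-campaign cutoff, the mean of all compounds plus 3 SD, cut at about 60% in these data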;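 further: 0% = DMSO-treated cells and 100% = gossypol-treated cells at 36 µM; higher means less SRC3-driven luciferase light from the GAL4 reporter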
# Target sequence (Q9Y6Q9 whole entry, looked up, the tested form may be a part): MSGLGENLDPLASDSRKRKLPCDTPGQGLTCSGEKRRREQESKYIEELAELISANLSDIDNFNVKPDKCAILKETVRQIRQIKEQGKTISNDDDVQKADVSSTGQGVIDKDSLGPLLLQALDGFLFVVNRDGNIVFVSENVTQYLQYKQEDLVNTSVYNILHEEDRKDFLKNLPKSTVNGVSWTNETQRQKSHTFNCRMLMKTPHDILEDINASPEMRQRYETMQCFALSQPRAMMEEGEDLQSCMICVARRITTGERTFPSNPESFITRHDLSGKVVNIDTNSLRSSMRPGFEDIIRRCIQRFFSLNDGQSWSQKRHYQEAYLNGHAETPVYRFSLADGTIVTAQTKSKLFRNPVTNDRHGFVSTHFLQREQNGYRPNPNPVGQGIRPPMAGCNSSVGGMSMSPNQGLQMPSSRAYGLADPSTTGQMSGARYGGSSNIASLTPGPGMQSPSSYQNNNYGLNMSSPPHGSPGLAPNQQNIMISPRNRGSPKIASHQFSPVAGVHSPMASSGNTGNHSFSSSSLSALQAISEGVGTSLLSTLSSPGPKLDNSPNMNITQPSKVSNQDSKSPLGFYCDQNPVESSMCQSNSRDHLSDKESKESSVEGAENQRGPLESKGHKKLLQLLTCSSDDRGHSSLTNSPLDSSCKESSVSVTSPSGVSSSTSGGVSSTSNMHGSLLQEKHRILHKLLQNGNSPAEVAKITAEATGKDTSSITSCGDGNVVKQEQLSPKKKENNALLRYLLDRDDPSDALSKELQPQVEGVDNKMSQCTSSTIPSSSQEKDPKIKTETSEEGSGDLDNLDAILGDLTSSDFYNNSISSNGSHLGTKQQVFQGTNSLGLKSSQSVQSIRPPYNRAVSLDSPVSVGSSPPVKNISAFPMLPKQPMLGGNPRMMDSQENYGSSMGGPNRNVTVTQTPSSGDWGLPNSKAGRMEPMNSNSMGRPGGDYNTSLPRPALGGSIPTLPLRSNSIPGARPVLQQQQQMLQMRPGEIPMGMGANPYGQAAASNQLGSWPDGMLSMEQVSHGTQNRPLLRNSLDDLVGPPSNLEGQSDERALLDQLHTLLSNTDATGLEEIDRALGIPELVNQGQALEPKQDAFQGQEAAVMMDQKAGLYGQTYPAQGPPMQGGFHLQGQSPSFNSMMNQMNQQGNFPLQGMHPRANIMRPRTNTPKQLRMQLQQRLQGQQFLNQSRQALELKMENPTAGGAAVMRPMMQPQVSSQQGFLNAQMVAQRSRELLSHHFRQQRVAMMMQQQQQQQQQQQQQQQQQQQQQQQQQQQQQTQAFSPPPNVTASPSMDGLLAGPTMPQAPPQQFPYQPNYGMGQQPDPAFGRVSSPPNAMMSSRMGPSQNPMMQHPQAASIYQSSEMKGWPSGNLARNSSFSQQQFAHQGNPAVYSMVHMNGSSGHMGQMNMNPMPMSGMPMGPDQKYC
# NCOA1 inh = human NCOA1 inhibition | Q15788 | HEK293 GAL4-SRC1 luciferase reporter, luminescence | inhibition, % at 3.6 µM | hit rate 0.12% among 360,000 | AID 588354;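 active means inhibition above the campaign mean plus 3 SD, with each screening campaign given its own cutoff, cut at about 60% in these data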;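 further: 0% = DMSO treated cells and 100% = gossypol at 36 µM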
# TROY NFkB inh = TROY signaling inhibition. inhibition, % at 10 µM. hit rate 0.98% among 360,000. AID 1347056. Q293 LMP1-TROYcd NF-kB luciferase reporter, 4 h;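 active means compounds whose plate-normalised and pattern-corrected inhibition of the luciferase reporter signal at the single screening dose is 50% or more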
# NR5A2 inv ag = inverse agonists of human LRH-1 (NR5A2); O00482; HEK293T StAR-luciferase reporter, LRH-1 transfected, 24 h; inhibition, % at 3.6 µM; hit rate 0.13% among 360,000; AID 602396;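 active means inhibition above the mean inhibition of all tested compounds plus 3 SD, cut at about 73% in these data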;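 further: 0% = DMSO wells and 100% = reporter-only cells lacking LRH-1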
# NR2F2 inh = blocks human COUP-TFII nuclear receptor. HEK293T NGFI-A luciferase reporter, luminescence. hit rate 0.7% among 370,000. inhibition, % at 8.6 µM. P24468;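 active means inhibition above a per-plate cutoff, mean inhibition of test wells between control levels plus 3 SD, cut at about 38% in these data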;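 further: cells cotransfected with COUP-TFII expression vector driving the NGFI-A reporter; 0% = median of COUP-TF2 test wells and 100% = reporter-only cells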
# Vif inh = inhibitors of HIV Vif; hit rate 0.35% among 340,000; AID 602346; inhibition, % at 7.49 µM; HEK293T cells, Vif self-association by quenched fluorescence, imaging, 24 h; in the data active means inhibition above about 50%, passing the limit was not always enough; inconclusive means no clear call, values can overlap the other calls; inactive means below about 31%; further: some results filed as inactive read as strong as hits
# NOD2 RIPK2 PPI = inhibitors of human NOD2-RIPK2 interaction; hit rate 0.38% among 360,000; CHO BLA complementation NOD2-RIPK2, CCF4 ratio; AID 624267; inhibition, % at 4.98 µM; in the data active means inhibition above about 21%;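 further: 0% = vehicle only and 100% = reference blocker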
# TRAIL sens C8 = sensitizes caspase-8 expressing cells to TRAIL | inhibition (viability loss, TRAIL sensitization), % at 10 µM | NB7+C8 cells + TRAIL, ATPlite viability luminescence | hit rate 1% among 360,000 | AID 624354;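 active means compounds causing at least 50% loss of cell viability in the single-dose screen, relative to plate controls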
# EBV LMP1 NFkB = inhibitors of Epstein-Barr LMP1-induced NF-kappaB reporter; LMP1-induced NF-kappaB luciferase reporter cells, luminescence; AID 504558; hit rate 0.69% among 350,000; inhibition, % at 12.5 µM; in the data active means inhibition above about 41%; inconclusive means no clear call, values can overlap the other calls;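 further: 0% = neutral control wells and 100% = reference inhibitor control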
# The depositor's hits bear a star; u = inconclusive; x = no result given. Not all compounds are listed. The share of hits here may be higher or lower than overall.
Compound,NCOA2 inhibitor,TLR9-MyD88 inh,SRC3 inh,NCOA1 inh,TROY NFkB inh,NR5A2 inv ag,NR2F2 inh,Vif inh,NOD2 RIPK2 PPI,TRAIL sens C8,EBV LMP1 NFkB
O=C(NCC(c1ccco1)N1CCCC1)c1ccc(S(=O)(=O)Nc2ccccc2F)cc1 (stereo not drawn),-8,-3,6,-27,13,7,-12,-17,-14,7,13
COc1ccc(-c2cc(C(F)(F)F)nc(S(=O)(=O)CCCC(=O)Nc3cccc(O)c3)n2)cc1OC,6,x,-5,-17,53*,-16,-64,-13,-4,-13,x
CCC(CC)n1[nH]c(=O)cc1N,1,-5,-26,-9,-1,-17,-4,28,-9,-16,0
Cc1ccc(-c2nc(CCNC(=O)c3ccco3)cs2)cc1,-7,4,7,-6,-16,4,1,-12,1,6,1
CC(C)C(=O)NC(=S)Nc1ccc(S(=O)(=O)N2CCN(C)CC2)cc1,5,7,17,-3,10,4,22,-2,-2,-8,7
Cc1nnc(SCC(=O)Nc2ccc(S(=O)(=O)N3CCCCC3)cc2)s1,1,-4,8,4,12,9,10,15,-4,-5,30
CC(C)CS(=O)(=O)C1=NSC2=NC(=O)/C(=C\c3ccc(OC(=O)c4ccco4)cc3)C(=N)N21,-15,6,5,5,0,24,5,4,-3,-1,1
Cc1ccc(NS(=O)(=O)c2c(C)nc3sccn3c2=O)c(C)c1,6,-1,5,-9,3,0,20,-4,5,-6,-23
CN(CCOc1ccc(Cl)cc1)CC(=O)Nc1ccc(OC(F)(F)F)cc1,-38,-6,-1,-20,-1,8,3,-6,-8,5,-2
Cc1ccc(C(=O)N2CC(=O)Nc3ccc(F)cc3C2c2ccc(F)cc2)cc1[N+](=O)[O-] (stereo not drawn),-7,13,15,-21,11,-1,19,1,-2,-1,-4
COC(=O)CNC(=O)C(CCSC)NC(C)=O (stereo not drawn),-14,3,-4,-11,2,3,-9,1,-5,-5,10
O=C(Nc1ccccc1Cc1ccccc1)C1CC(=O)N(c2ccc3c(c2)OCCO3)C1 (stereo not drawn),8,-4,-32,-9,-5,5,-1,-6,-1,8,-7
CCCc1cc2c(OC(=O)CC)c(-c3ccc(C(=O)OCC)o3)c(=O)oc2cc1OC,4,-2,14,-17,-13,0,16,-3,0,21,2
CC1CCCC(NC(=O)COC(=O)c2ccccc2[N+](=O)[O-])C1C (stereo not drawn),-18,8,10,-17,-44,15,-14,-5,-1,5,-2
O=C(Cc1csc(-c2cccc(Cl)c2)n1)Nc1cccc(S(=O)(=O)NC2=NCCC2)c1,3,-6,4,6,7,-5,22,-2,-1,-3,7
COc1cccc(C2SCC(=O)N2c2ccc(Cl)cc2)c1OC (stereo not drawn),-37,-3,-7,-2,-2,12,12,-9,0,0,-4
COc1ccc(/C=C/C2=NN(Cc3ccccc3)C(=O)CC2)cc1,-21,-7,-7,-54,10,-8,11,14,-2,-2,-2
O=C(NCCc1ccccc1)Nc1ccc2c(c1)OCO2,-54,-5,-72,-122,-53,-152,-23,1,-14,6,-28
C=CC(=O)Nc1cccc(Oc2ncnc3[nH]cc(-c4cnc5ccccc5c4)c23)c1,33,4,13,9,53*,66,7,1,-21,-30,12
COn1c(-c2ccc(Cl)cc2)nc2ccc(Cl)cc21,-30,11,-104,-80,-54,-52,-21,4,-8,47,-26
COc1ccc2nc(NC(=O)CSc3ccccc3)sc2c1,-36,6,-10,-31,3,-19,-42,-2,10,10,-15
C[C@]12C=CC(=O)C=C1CC[C@@H]1C2=CC[C@]2(C)[C@@H](C(=O)CN3CCN(c4cc(N5CCCC5)nc(N5CCCC5)n4)CC3)CC[C@@H]12,4,-5,-27,-22,-16,-18,5,-2,-8,13,3
Cc1nc2ccc(S(=O)(=O)NCC(=O)N3CCC(C)CC3)cc2s1,-4,-1,-4,20,3,17,1,-7,-2,30,8
CN(Cc1ccc2c(c1)OCO2)C(=O)c1cc(-c2ccccc2)c(N2CCOCC2)s1,11,-8,10,-9,-4,17,10,18,5,5,2
CC(C)(C)c1ccc(C(=O)N/C(=C\c2ccco2)C(=O)O)cc1,-10,-11,6,-8,-11,-9,11,1,-4,-6,-6
CCC(C)(C)NC(=O)C(c1ccc(OC)cc1)N(Cc1ccco1)C(=O)CCC(=O)Nc1cc(C)on1 (stereo not drawn),8,6,3,13,5,-9,-6,-13,-5,1,0
COC(=O)C1CCN(C(=O)/C=C/c2ccccc2)CC1,-58,1,-64,-69,-54,-95,-32,6,14,-10,-17
Cc1ccc(NC(=S)NC(=O)/C=C/c2ccco2)c(O)c1,-3,5,-7,-14,0,-26,15,x,-8,1,0
COc1cccc(NC(=O)CSc2nnc(Cc3ccc(OC)c(OC)c3)o2)c1,-24,-2,-1,-8,-5,-6,-3,60*,-8,-1,-10
FC(F)(F)c1ccc(N2CCOCC2)c(NC2=NCCCCC2)c1,-28,13,-1,-7,6,10,2,0,1,-4,-10
CCCCn1c(N)c(N(CC(C)C)C(=O)CN2C(=O)NC3(CC(C)CC(C)(C)C3)C2=O)c(=O)[nH]c1=O (stereo not drawn),3,-1,-12,-7,3,-2,-12,-6,-7,-6,3
O=C(Nc1nc(-c2ccccc2)ns1)c1cccs1,-61,0,-36,-51,-19,-41,-22,-7,-8,-7,-14
COc1ccc(C(=O)NCCC2=CCCCC2)cc1[N+](=O)[O-],-16,-5,0,0,-29,-11,-15,-7,2,-1,-5
COCCN(CCOC)C(=O)c1ccc(NS(=O)(=O)c2ccc3c(c2)OCCO3)cc1,-33,2,15,8,0,4,-4,4,-1,-1,-18
CCn1nc(NC(=O)CC(C)C)c2cc3cccc(C)c3nc21,-25,-7,10,12,-6,8,13,-4,1,5,5
CC(C)C(=O)N1CCN(c2ccc(NC(=O)c3ccc([N+](=O)[O-])o3)cc2)CC1,13,1,-15,-34,4,51,7,u,15,45,-21
COCCCn1c(C)nnc1SCC(=O)Nc1cccc(C)c1,-18,-2,-11,-25,-6,6,9,-5,9,-10,3
COC(=O)c1nnn(-c2nonc2N)c1CSc1nnc(C)s1,-27,3,20,-8,-6,-5,4,5,5,-2,-14
CN(C)c1cccc(N=C2C=C(N3CCOCC3)CC(C)(C)C2)c1,3,11,15,9,-4,9,-3,x,-1,1,-4
COC(=O)c1cc(OC)c(OC)cc1NC(=O)C1CCC(=O)N1S(=O)(=O)c1ccc(C)cc1 (stereo not drawn),25,-1,6,2,4,10,8,3,-2,17,2
COc1ccc(Cl)cc1NC(=O)CN1CCCC1,22,10,25,6,12,-1,3,5,-1,-4,-3
O=C(CSc1ccsc1[N+](=O)[O-])NCc1ccccc1,-26,-2,-52,-31,-34,-25,-22,-4,0,0,-27
CN(C(=S)Nc1ccc(SC(F)F)cc1)C(c1ccccc1)c1ccccc1,-19,12,15,-3,9,10,-2,-5,-2,0,4
ClCC1NCC(c2ccccc2Cl)c2c1[nH]c1ccccc21 (stereo not drawn),-26,-1,2,-2,0,-4,-3,-3,5,-6,-4
Cc1ccc(C(=O)/C=C/c2ccccc2)o1,-3,-15,0,-8,-38,-11,2,1,4,19,-4
CCOC(=O)c1ccc(N=C2S/C(=C\c3cc(C)n(-c4cccnc4)c3C)C(=O)N2C)cc1,-30,-6,8,-25,-4,1,-11,2,-6,-4,3
S=c1[nH]cnc2scc(-c3ccccc3)c12,8,-4,2,-3,12,-4,15,2,-4,0,5
Cc1cc(C)n(Cc2cc(C(=O)O)c3ccccc3n2)n1,1,-2,6,1,-11,-11,-4,5,3,-6,-5
COc1ccccc1OCC(=O)N1CCCC(Nc2ccc(F)c(F)c2)C1 (stereo not drawn),-32,-2,14,23,0,8,-10,x,-3,2,-1
COc1ccc(C2Nc3ccccc3C(=O)N2Cc2ccccc2)cc1COc1ccccn1 (stereo not drawn),-7,-9,17,-8,-5,11,-17,3,-2,-10,12
CCOc1ccc(S(=O)(=O)Nc2cccc(C(=O)NCC(C)(C)N3CCOCC3)c2)cc1,-6,-3,0,-7,-3,11,19,-1,-3,-6,-5
O=C(COCc1nc2ccccc2c(=O)[nH]1)NC1CCCC1,-15,4,5,-28,1,-10,-3,6,-3,7,0
Cc1ccc(Nc2ncnc3c2cnn3C)cc1,-32,3,1,-4,-53,-16,-8,-3,6,-2,5
O=C(CN1C(=O)CSc2ccc(S(=O)(=O)N3CCOCC3)cc21)NCc1ccc(Cl)cc1,-10,-3,2,13,-6,3,2,-5,14,-13,11
C=C1CCN([C@@H](CC(C)C)C(=O)NCCCc2ccccc2)S(=O)(=O)c2ccccc21,-11,-8,-8,8,12,-6,-1,-1,5,-11,2
Cn1nc(C(=O)NCC2COc3ccccc3O2)c2ccccc2c1=O (stereo not drawn),17,-1,7,-2,-16,20,-8,10,0,5,-4

# (continued)
Compound,NCOA2 inhibitor,TLR9-MyD88 inh,SRC3 inh,NCOA1 inh,TROY NFkB inh,NR5A2 inv ag,NR2F2 inh,Vif inh,NOD2 RIPK2 PPI,TRAIL sens C8,EBV LMP1 NFkB
CCOc1cc(CNC2CCCC2)c(Cl)cc1OCC(=O)Nc1ccccc1,-15,-3,13,2,2,-27,1,-3,-2,1,-42
CC1(C)C(=O)OC(c2cc(Br)ccc2O)C(C)(C)C1=O (stereo not drawn),20,-4,12,8,15,17,16,-3,-8,4,-3
CN(CC(=O)Nc1ccccc1Sc1ccccc1)Cc1nc2ccccc2c(=O)[nH]1,20,5,7,-21,-1,-1,5,0,0,-5,-5
O=C1C(=O)N(Cc2cccs2)c2ccccc21,7,12,-20,-5,-16,7,12,1,6,3,1
COC(=O)/C(NC(C)=O)=C(\C)c1ccc(Cl)cc1,15,-3,12,0,-9,-2,10,-2,3,3,1
CCCCN1C(=O)N(c2ccc(Cl)cc2)C(C)(O)CC1(C)C (stereo not drawn),1,5,-10,12,13,11,31,6,-12,3,-5
FC(F)(F)c1ccncc1-c1nnnn1-c1ccc(Cl)cc1,-8,1,13,4,-19,30,12,3,-1,-2,-2
COc1ccc(-c2csc(NC(=S)NC(=O)c3ccco3)n2)cc1Br,7,1,-19,-3,18,-9,1,-4,-12,30,0
CCOC(=O)Cn1c(=O)c(-c2cc(Br)ccc2N)nc2ccccc21,-18,-5,4,-9,-11,0,-12,1,-8,5,-10
CC1(C)CC(=O)C2=C(C1)OC(N)=C(C#N)C21C(=O)N(Cc2ccccc2Cl)c2ccccc21 (stereo not drawn),-13,0,1,-3,12,-17,-2,-9,-3,-1,6
COc1cccc(OC)c1C(=O)NNC(=O)c1ccccc1-n1cccc1,2,-13,20,-1,-9,24,-13,17,-11,-3,-9

# Bioassay records from PubChem.
